pAkt inh: Akt phosphorylation inhibition; Neuro2A IGF-stimulated pAkt S473 HTRF, 20 min; stronger effect = lower value; activity change, % for hits at 50 µM; 360,000 tested, 0.32% active; AID 651550; in the data active = activity change below about -80%; inconclusive = mostly about -51% to -80%; note: % is set by controls: 0 for no effect and ±100 for the full control effect
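Neuro2A cells in DMEM with 0.5% FBS, overnight at 37 deg C, given compound at single 50 µM final, then IGF (6 nM final) for 20 min at 37 deg C. Lysed; phospho-Akt Ser473 by HTRF after 24 h, 665/615 ratio.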
TDP43 rescue: TDP-43 toxicity inhibition in yeast; TDP-43 expressing yeast growth rescue, BacTiter-Glo, 24 h; Potency, µM (titrated, usually from 46.1 µM), for inactives: top-dose growth rescue (activation), actives largely listed as activators; 410,000 tested, 1.8% active; AID 652104; note: potency is the fitted concentration of half-maximal effect; % of control where 0% means no effect; nearly all actives have a fitted effect of over 50% in size
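Yeast expressing TDP-43 (pregrown in raffinose, seeded at OD600=0.02 in galactose medium) exposed to compounds 24 hr at 30 deg C. Growth read by BacTiter-Glo luminescence; rescue of toxicity appears as increased signal.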
Abeta rescue: A-beta toxicity reversal in yeast. yeast expressing A-beta42, growth rescue, OD600, 48 h; response scale: 0% DMSO, 100% iron-clioquinol control. Potency, µM (titrated, usually from 46.1 µM), for the others: at the highest dose growth rescue, actives largely listed as activators. 410,000 tested, 0.063% active. AID 1347071; note: potency is the fitted concentration of half-maximal effect; nearly all actives have a fitted effect of over 55% in size
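Growth rescue measured by 600 nm absorbance after 48 h yeast culture at 30 C with compound. Values normalized between DMSO and an equimolar ferric chloride plus clioquinol control.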
aSyn rescue: alpha-synuclein toxicity inhibition in yeast | Yeast expressing alpha-synuclein, growth rescue, BacTiter-Glo, 24 h | Potency, µM (doses to about 46.1 µM), for inactives: top-dose growth rescue (activation), usual class: activators | 370,000 tested, 0.14% active; note: potency is the fitted concentration of half-maximal effect; % of control where 0% means no effect; nearly all actives have a fitted effect of over 65% in size
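Screening used galactose-induced yeast with toxic alpha-synuclein levels, exposed to compound for 24 hr at 30 deg C. Cell growth, read with BacTiter-Glo luminescence, gave the measured signal.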
GLP1R inv ag: acts as inverse agonist at human GLP-1 receptor; HEK293 GLP-1R CRE-luciferase, luminescence, 24 h; GLP-1R form is constitutively active; Potency, µM (top dose mostly 38.3 µM), for the others: at the top dose activity change, negative = inhibition, hits mostly inhibitors; 410,000 tested, 1.6% active; AID 624417; note: potency is the fitted concentration of half-maximal effect; % is set by controls: 0 for no effect and ±100 for the full control effect; nearly all actives have a fitted effect of over 55% in size
Target sequence (P43220 whole entry, looked up): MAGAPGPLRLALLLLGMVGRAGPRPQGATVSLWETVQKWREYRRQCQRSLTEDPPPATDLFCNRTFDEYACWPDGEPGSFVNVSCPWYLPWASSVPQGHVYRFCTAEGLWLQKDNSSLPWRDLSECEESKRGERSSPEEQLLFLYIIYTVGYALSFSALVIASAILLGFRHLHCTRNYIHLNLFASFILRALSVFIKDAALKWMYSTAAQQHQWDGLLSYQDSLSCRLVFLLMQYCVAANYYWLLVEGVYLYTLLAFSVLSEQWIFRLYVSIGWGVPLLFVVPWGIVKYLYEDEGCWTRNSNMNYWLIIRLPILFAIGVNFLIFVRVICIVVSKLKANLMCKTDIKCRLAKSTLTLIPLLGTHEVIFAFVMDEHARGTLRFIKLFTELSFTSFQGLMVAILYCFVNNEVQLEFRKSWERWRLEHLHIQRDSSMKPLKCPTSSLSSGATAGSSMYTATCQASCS
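Using stably transfected HEK293 (constitutively active GLP-1R, cAMP-luciferase reporter), compounds were incubated 24 hr and luciferase measured by luminescence.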
GLP1R ag: activates the human GLP-1 receptor. P43220. 380,000 tested, 0.007% active. HEK293 GLP-1R CRE-luciferase, luminescence, 4-6 h; cells express a hypersensitive GLP-1R form. Potency, µM (top dose mostly 45.6 µM), without a hit: top-dose activation, usual class: activators; note: potency is the fitted concentration of half-maximal effect; % of control where 0% means no effect
FUS suppressor: FUS proteinopathy suppression in yeast; Potency, µM (doses to about 76.6 µM), for inactives: top-dose growth rescue (activation), hits mostly activators; 390,000 tested, 0.24% active; S. cerevisiae FUS-expressing, growth rescue, OD600, 24 h;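 note: potency is the fitted concentration of half-maximal effect; plate controls were DMSO vehicle for no effect and reference control for full effect; nearly all actives have a fitted effect of over 55% in size; some results filed as inactive show a strong effect at the top dose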
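Cultures pregrown in 2.5% raffinose medium are shifted to minimal medium containing 2% galactose to express toxic FUS. Compounds are tested at several concentrations. After 24hr at 30C, growth is quantified at 600 nm absorbance.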
PTHR1 ag: PTHR1 (human) receptor agonism | Q03431 | HEK293 GP2 PTHR1 cells, GloSensor cAMP luminescence, 1 h | Potency, µM (top dose mostly 115 µM), inactives show at the top dose activation, hits mostly activators | 410,000 tested, 0.075% active; note: potency is the fitted concentration of half-maximal effect; nearly all actives have a fitted effect of over 55% in size; some results filed as inactive show a strong effect at the top dose; inactives centre near -15; many of its hits are not listed in these tables
Target sequence (Q03431 whole entry, looked up): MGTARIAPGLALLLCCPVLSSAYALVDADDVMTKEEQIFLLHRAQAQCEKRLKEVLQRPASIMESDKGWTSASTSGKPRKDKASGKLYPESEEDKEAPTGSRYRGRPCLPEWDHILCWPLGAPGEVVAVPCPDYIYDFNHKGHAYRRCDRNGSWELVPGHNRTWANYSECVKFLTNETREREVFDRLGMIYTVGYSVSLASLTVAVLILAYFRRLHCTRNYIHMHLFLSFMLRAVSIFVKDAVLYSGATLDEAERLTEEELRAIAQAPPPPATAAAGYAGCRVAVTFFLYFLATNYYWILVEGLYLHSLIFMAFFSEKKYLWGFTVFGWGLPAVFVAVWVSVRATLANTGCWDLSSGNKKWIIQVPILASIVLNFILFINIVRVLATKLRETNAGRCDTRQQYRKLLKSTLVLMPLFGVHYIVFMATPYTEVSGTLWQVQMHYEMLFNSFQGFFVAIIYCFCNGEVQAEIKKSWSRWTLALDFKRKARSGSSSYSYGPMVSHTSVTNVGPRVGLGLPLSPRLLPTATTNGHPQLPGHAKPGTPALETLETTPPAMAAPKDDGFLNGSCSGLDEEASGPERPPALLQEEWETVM
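HEK-293-derived GP2 cells expressing PTHR1 and a GloSensor cAMP reporter, 3,000/well, plated overnight, given luciferin plus IBMX (each 0.5 mM as added) for 1 h at 37 °C, then compound for 1 h at 37 °C. Luminescence was read after 15 min at room temperature.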
DRD3 antagonist: blocks the human D3 dopamine receptor; P35462; D3R cells, DiscoveRx beta-arrestin luminescence, antagonist mode; stronger effect = lower value; max response, negative = inhibition, %; 360,000 tested, 2.5% active; in the data active = max response below about -50%; inconclusive = no clear call, values can overlap the other calls; note: % is set by controls: 0 for no effect and ±100 for the full control effect; mostly tested at two doses, the higher about 12 µM
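Cells plated overnight at 1500 cells/well, then exposed to library compounds with dopamine controls for 90 minutes at 37 degrees C. DiscoveRx reagent added for 30–60 minutes at room temperature; luminescence read, quantitative HTS format.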
* hit, by the source's call; i = inactive; ? = inconclusive; . = no result given; [ ] = dose if it differs, or a comment. Unless noted, calls come from the whole dose curve; as a rule, active = well fitted curve in the direction sought with a large enough effect; inconclusive = small, poorly fitted or top-dose-only effect, or another doubt; inactive = no such curve, though single readings can be large; an effect the other way counts as inactive or inconclusive. Only part of the results is shown; count on the stated rates, not on these rows.

Fields – pAkt inh	TDP43 rescue	Abeta rescue	aSyn rescue	GLP1R inv ag	GLP1R ag	FUS suppressor	PTHR1 ag	DRD3 antagonist
> Cc1ccccc1NC1=NC2(CCCC2)N=C(N)N1
 : i	12.1%	5.8%	3.7%	19.6%	-2.8%	-2.5%	i	2.6
> CCOC(=O)c1sc(NNC(=O)c2ccc(F)cc2)nc1C
 : i	14.1µM*	?	?	?	12.8%	8.5%	-30.4%	-2.1
> COCCNc1nc(-n2nc(C)cc2C)nc2sc3c(c12)CCCC3
 : i	22.5%	11.4%	26.5%	0.0%	0.1%	.	-36.3%[inhibitor]	-12.8
> COc1cc(C(=O)Nc2ccc(C(=O)O)cc2)ccc1OC(C)=O
 : i	25.3%	2.4%	-3.2%	16.0%	-2.2%	-30.6%	i	-5.1
> Cc1cc(C)cc(NC(=O)C(OC(=O)c2ccc(NC(=O)CC#N)cc2)c2ccccc2)c1 (configuration not stated)
 : i	-9.6%	7.7%	2.5%	?	14.7%	14.0%	i	7.4
> Cc1cc(C(=O)COC(=O)c2cccnc2Cl)c(C)n1-c1c(C)n(C)n(-c2ccccc2)c1=O
 : i	2.0%	-2.7%	2.0%	1.0%	-3.9%	3.1%	-32.6%[inhibitor]	-5.4
> O=C(Nc1ccc(F)c(F)c1)c1cccnc1
 : i	-6.7%	12.0%	-4.8%	16.6%	-2.8%	12.0%	4.7%[57.5 µM]	?
> COc1cccc(C(=O)C2CN(c3ccccc3)CC2c2ccc(Cl)cc2)c1 (configuration not stated)
 : i	-18.7%	6.4%	8.9%	-15.8%	-0.2%	26.0%	?	-14.3
> CCN(CC(=O)NCc1ccc(Cl)cc1)C(=O)CNS(=O)(=O)c1ccc(NC(C)=O)cc1
 : i	-27.3%	4.2%	4.2%	22.1%	4.0%	.	-7.4%	3.1
> CC(=O)n1c(=O)oc2ccccc21
 : i	12.2%	-1.6%	-1.7%	4.1%	-0.7%	-31.9%	i	19.6
> CCCCc1c(O)nc(SCC(=O)N2CCOCC2)n(-c2ccc(OC)cc2)c1=O
 : i	-3.3%	-14.7%	-1.3%	5.2%	0.9%	-10.7%	i	4.4
> COc1ccccc1C(=O)Nc1ccc2nc(SCCOc3ccccc3C)sc2c1
 : .	-17.6%	-22.0%	.	1.5%	.	10.2%	15.1%	.
> Cc1ccc(S(=O)(=O)Nc2ccc3ncccc3c2)cc1
 : i	0.0%	-5.0%	11.2%	40.2%[activator]	-1.0%	1.4%	-43.7%[inhibitor]	29.2
> CCOc1ccc(NC(=O)C/C(C)=N/NC(=O)COc2ccc(Br)cc2C)cc1
 : i	18.6%	1.9%	5.7%	-27.9%	7.2%	-0.2%	i	9.6
> CCCC(=O)c1cc2cc(Cl)ccc2oc1=O
 : i	-2.4%	-11.4%	1.8%	18.3%	-7.1%	-11.3%	-6.9%	18.6
> O=C(COc1ccc(Br)cc1Br)NC(=S)N1CCCc2ccccc21
 : -92.1%*	-17.0%	-25.5%	-7.0%	0.0%	-1.1%	25.2%	i	-21.7
> COc1ccc(NC(=O)CNS(=O)(=O)c2ccc(Cl)cc2)cc1
 : i	14.8%	-0.3%	6.0%	?	0.1%	-9.3%	-16.5%[57.5 µM]	0.9
> Cc1nn(Cc2c(Cl)cccc2Cl)c(C)c1C(=O)NCc1ccc(C)n1C
 : .	0.3%	?	0.1%	-0.8%	6.1%	34.5%	i	0.0
> CCn1c(=S)sc2c(=O)n(-c3ccccc3)c(SCC(=O)NCc3ccco3)nc21
 : i	-8.8%	5.6%	-5.4%	-5.3%	2.3%	8.1%	-12.0%[57.5 µM]	?
> CCCCOC(=O)c1cccc(NC(=O)/C=C/c2ccccc2Cl)c1
 : .	-6.8%	3.2%	.	?	.	30.5%	-44.1%[inhibitor]	.
> O=C(Nc1nnc([C@@H]2C[C@H](O)[C@@H](CO)O2)s1)c1cccc(OC(F)(F)F)c1
 : i	17.2%	4.0%	-2.8%	7.5%	-0.3%	-15.9%	i	2.4
> CCc1ccc(Sc2cc(C(=O)NCc3cccc(OC)c3)c3ccccc3n2)cc1
 : .	-3.4%	0.2%	-3.0%	10µM*	-7.3%	12.4%	-24.0%	.
> COc1ccccc1OCCC(=O)OCC(=O)Nc1cc(S(=O)(=O)N2CCOCC2)ccc1Cl
 : i	-8.7%	-20.1%	-1.6%	13.1%	-1.3%	16.5%	-46.6%[inhibitor]	-12.4
> CCCCCC(=O)C(=O)c1ccc(O)cc1O
 : i	-5.2%	-4.0%	14.2%	3.1%	-2.4%	-29.5%	i	-6.5
> COc1cccc(C(C(=O)NC2CCCC2)N(Cc2cccnc2)C(=O)Cc2cccs2)c1 (configuration not stated)
 : i	-11.7%	1.5%	-0.1%	15.4%	2.3%	13.9%	i	3.3
> Cc1cc(/C(N)=N/OC(=O)c2ccccc2Cl)no1
 : i	9.5%	-10.5%	-1.8%	-83.1%	-3.9%	-7.4%	-25.4%	1.9
> COc1ccc(OC)c(C(=O)NC(CC(N)=O)c2ccc(N3CCN(c4ccccc4)CC3)c([N+](=O)[O-])c2)c1 (configuration not stated)
 : i	-17.6%	-3.9%	-1.6%	-11.5%	-4.6%	-16.0%	-3.2%	-21.9
> COc1ccc(NC(=O)c2cc(-c3ccccc3)on2)cc1OC
 : i	22.9%	0.5%	-0.2%	3.8%	1.6%	-24.2%	i	-7.5
> Cc1cc(C)c2c(c1)c(C)cc1nnc(SCC(=O)c3ccccc3)n12
 : .	11.4%	1.8%	.	1.1%	.	-0.1%	-7.9%	.
> COc1ccc(Cc2nnc(NS(=O)(=O)Cc3ccccc3)s2)cc1
 : i	-12.8%	7.8%	-3.4%	-20.8%	0.4%	5.4%	?	?
> COc1ccc(-n2c(=S)[nH]c3cc(C(=O)NCCCN4CCOCC4)ccc3c2=O)cc1OC
 : i	-26.7%	-18.4%	2.0%	-1.0%	-4.4%	24.0%	?	-22.6
> CCOc1ccc(NC(=O)c2c(NCc3cccs3)sc3c2CCCCC3)cc1
 : .	17.0%	-3.5%	.	6.5%	.	24.8%	-7.6%	.
> c1csc(-c2nn[nH]n2)c1
 : .	-7.5%	7.9%	-1.7%	30.7%[activator]	2.9%	0.1%	-18.0%[57.5 µM]	-18.5
> COc1ccccc1N1CCN(C(=O)C2C3C=CC4(CN(Cc5ccccc5Cl)C(=O)C24)O3)CC1 (configuration not stated)
 : i	-12.3%	8.1%	1.7%	-2.0%	0.2%	20.0%	i	14.8
> O=C(Cc1cccs1)N1CCN(S(=O)(=O)c2ccc(Br)cc2)CC1
 : i	29.8%	-1.7%	8.1%	?	4.6%	-8.3%	i	-4.0
> O=[N+]([O-])c1ccc(Cl)c(S(=O)(=O)/N=C(/c2ccccc2)N2CCOCC2)c1
 : i	-16.7%	7.2%	-1.5%	1.4%	8.3%	3.9%	i	1.5
> O=C(NC1CCCCC1)c1ccc(Cn2cc(Br)cn2)o1
 : i	-8.5%	-4.8%	-2.3%	?	6.3%	4.1%	-17.5%[57.5 µM]	8.8
> O=c1ccc(-c2nc3ccccc3n2Cc2ccccc2Cl)c[nH]1
 : i	-25.9%	-8.6%	-0.4%	69.6%[activator]	22.0%	4.4%	-24.1%	-22.6
> CCNC(=S)NCc1ccco1
 : i	11.4%	7.5%	-0.8%	8.8%	-3.9%	.	i	-7.2
> Cc1ccccc1-c1noc(-c2cccnc2N2CCN(c3ccccc3)CC2)n1
 : .	-6.9%	-15.3%	.	11.2%	.	11.6%	-16.3%	.
> O=C(NCCc1ccc(F)cc1)c1ccc(Cl)c(S(=O)(=O)N2CCOCC2)c1
 : i	24.0%	5.3%	-9.3%	?	6.1%	21.1%	-34.5%[inhibitor]	10.4
> COc1ccc(CC(=O)Nc2ccc(N3CCCCC3)cc2)cc1
 : i	-19.8%	-17.5%	-2.6%	-10.1%	0.7%	25.5%	-20.5%	-14.2
> COc1cc(Cl)ccc1OC1(C)CCN(Cc2ccc3ccccc3c2)C1 (configuration not stated)
 : i	-1.8%	-5.2%	-0.8%	?	-6.0%	-4.3%	i	-115.8*
> O=C(NCc1ccc(F)cc1)c1cccc(S(=O)(=O)N2CCCC2)c1
 : i	-9.2%	11.4%	-6.0%	-5.3%	26.5%	-16.0%	i	-5.6
> CC(=O)Nc1cccc2c1C(=O)N(c1cccc(OC(C)=O)c1)C2=O
 : i	-8.6%	-28.6%	-0.3%	4.2%	4.3%	2.5%	i	-0.8
> CCCc1ccc(C2C3=C(CC(C)(C)CC3=O)NC3=C2C(=O)c2ccccc23)cc1 (configuration not stated)
 : i	-11.3%	11.5%	2.1%	?	-2.3%	22.7%	-0.1%[57.5 µM]	-20.8
> Cc1ccccc1-c1nc(CS(=O)(=O)CC(=O)NC2CC2)c(C)o1
 : i	15.9%	6.7%	-0.4%	-21.9%	-0.9%	12.5%	i	40.8

Results in aSyn rescue, GLP1R ag and TDP43 rescue, for 2 of the compounds above:
| Compound | aSyn rescue | GLP1R ag | TDP43 rescue |
| --- | --- | --- | --- |
| CC(=O)n1c(=O)oc2ccccc21 | -1.7% | -0.7% | 12.2% |
| CCCCc1c(O)nc(SCC(=O)N2CCOCC2)n(-c2ccc(OC)cc2)c1=O | -1.3% | 0.9% | -3.3% |

Source: PubChem BioAssay (National Center for Advancing Translational Sciences (NCATS))
